# SK-BR-3 tox 24h – SK-BR-3 proliferation inhibitors; SK-BR-3 viability, CellTiter-Glo ATP luminescence, 24 h; hits give low values; viability, % at 10 µM; 0.47% of 41,000 active; AID 847;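 active = viability at or below the median of all test compounds minus 3 SD, in both replicates if run twice, cut at about 45% in these data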;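 also: 100% = median untreated cell wells and 0% = median positive control drug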
# * marks the source's active call; other numbers are inactive results. The list is partial; the hit share may differ from the screen's.
SMILES,SK-BR-3 tox 24h
C=CCOc1ccc(/C(O)=C2\C(=O)C(=O)N(CCN(C)C)C2c2cccs2)cc1 (stereo not given),97
O=C(Cn1cnc2ccccc2c1=O)c1ccc2c(c1)OCCO2,76
N#CC1=C(N)C(C#N)(C#N)[C@H](c2ccoc2)[C@H]2CN(Cc3ccccc3)CC=C12,97
CCN(CC)CCCN1C(=O)C(O)=C(C(=O)c2cccs2)C1c1ccccn1 (stereo not given),98
CCNC(=O)Cc1ccc(NS(=O)(=O)c2ccc(F)cc2)cc1,100
O=C(Nc1ccc2c(c1)nc1n2CCN(Cc2ccccc2)C1)c1cccs1,84
CCOC(=O)CC(=O)Nc1ccccc1C(=O)O,98
COc1ccc(Oc2ncnc3c2ncn3Cc2ccccc2)cc1,95
O=C(NCc1cccs1)Nc1cccs1,83
O=C(O)c1cc(S(=O)(=O)O)ccc1O,86
Cc1ccccc1-c1ccc(Nc2ccc(N3CCOCC3)cc2)nn1,62
COC(=O)C(C)Sc1nnc(SC(C)C(=O)OC)s1 (stereo not given),95
CCOc1cc(S(=O)(=O)n2nc(C)cc2C)ccc1F,105
CCC(C)(C(=O)NC1CCCC1)N(Cc1cccs1)C(C)=O (stereo not given),100
N#CC1=C(N)OC(c2ccccc2)=C(C#N)C1c1ccc2c(c1)OCO2 (stereo not given),90
O=C(/C=N/O)NCCCN1CCOCC1,99
CCOC(=O)c1nnn(-c2nonc2N)c1-c1ccc(OC)cc1,103
COc1ccc(N(C)S(=O)(=O)c2cccc3cccnc23)c(OC)c1,104
COc1ccc(N=CC2=C(O)CC(C)(C)CC2=O)cc1,98
Cc1ccnc(SCCn2c(N3CCN(C)CC3)nc3c2c(=O)[nH]c(=O)n3C)n1,92
COc1cccc(NC(=O)Cc2nnc(SCC(=O)c3ccccc3)n2C)c1,87
Cc1ccc(N2CC(C(=O)Nc3cccc(F)c3)CC2=O)cc1 (stereo not given),103
COc1ccccc1CNC(=O)CCNC(=O)Cn1ccc2ccccc2c1=O,79
Cc1c(C(=O)COC(C)(C)C)[nH]c2ccccc12,86
COc1cccc(OCC(=O)Nc2ccccc2NC(C)=O)c1,69
CCCCN(C)C(=O)C1CCC(=O)N(c2cc(OC)c(OC)c(OC)c2)C1c1ccc(OC)cc1 (stereo not given),81
CCOC(=O)N1CCN(S(=O)(=O)c2ccc(F)cc2)CC1,94
CC1CCN(S(=O)(=O)Cc2ccccc2Cl)CC1,81
CCC(c1nnnn1C(C)C)N1CCN(C2CCCC2)CC1 (stereo not given),98
O=C(O)c1cc(C(=O)O)c(-c2ccccc2)c(C(=O)O)c1,117
CCc1nc(N2CCC(C)CC2)c2oc3ccccc3c2n1,80
CC(CP(=O)(O)O)NC(=O)Cc1ccccc1 (stereo not given),91
COC(=O)CSc1ncc(C#N)c(N)n1,83
Cc1ccc(OCCCN(C)C)c(Br)c1,115
COc1ccc(F)cc1S(=O)(=O)n1cc(C)nc1-c1ccccc1,90
NC(=O)CSc1nnc(-c2ccoc2)o1,88

# Part of the list above in order of formula weight, rising:
SMILES,SK-BR-3 tox 24h
COC(=O)CSc1ncc(C#N)c(N)n1,83
CC(CP(=O)(O)O)NC(=O)Cc1ccccc1 (stereo not given),91
CC1CCN(S(=O)(=O)Cc2ccccc2Cl)CC1,81
CCC(c1nnnn1C(C)C)N1CCN(C2CCCC2)CC1 (stereo not given),98
COc1cccc(OCC(=O)Nc2ccccc2NC(C)=O)c1,69
CCOC(=O)N1CCN(S(=O)(=O)c2ccc(F)cc2)CC1,94
COc1ccc(F)cc1S(=O)(=O)n1cc(C)nc1-c1ccccc1,90

# (list continues)
SMILES,SK-BR-3 tox 24h
CC1CN(C2CCN(S(=O)(=O)Cc3ccccc3)CC2)CC(C)O1 (stereo not given),99
CC(C)(C)c1csc(NC(=O)c2ccc(Cl)s2)n1,140
O=C(Nc1ccc(S(=O)(=O)Nc2cnc3ccccc3n2)cc1)c1ccc(Br)o1,80
C=C(C)CSc1nnc([C@@H]2CCCN2C(=O)OC(C)(C)C)o1,91
Cn1c(CCCNC(=O)c2cccs2)nc2ccccc21,90
CC(C)(C)NC(=O)c1cnn2c1NC(c1ccc(F)cc1)CC2C(F)(F)F (stereo not given),90
O=C(NC12CC3CC(CC(C3)C1)C2)c1ccc(=O)oc1,104
Cc1cccc(NC(=O)COc2ccc(Br)cc2C)n1,112
Cc1cccn2c(=O)c3cc(C(=O)N(C)C)n(C)c3nc12,83
Cc1ccnc(N2CCC(C(=O)NC3CCCCCC3)CC2)n1,98
N=c1c(C(=O)NCc2ccco2)cc2c(=O)n3ccccc3nc2n1Cc1ccccc1,76
O=C(C1CCN(C2CC(=O)N(c3cccc(Cl)c3)C2=O)CC1)N1CCCC1 (stereo not given),97
CC1CN(C(=O)c2ccccc2C(=O)c2ncc[nH]2)CC(C)O1 (stereo not given),78
Nc1nc2n(n1)C(c1ccco1)CC(c1ccc(Cl)cc1)N2 (stereo not given),84
O=C(NC1CCCCC1)N1CCN(C2CCCCC2)CC1,92
CN(c1ccccc1C(=O)Nc1ccc2c(c1)OCO2)S(C)(=O)=O,97
COC(=O)[C@H](C)NC(=O)NC1CCCc2ccccc21 (stereo not given in full),98
Nc1nnc(SCC(=O)Nc2ccc(F)c(Cl)c2)n1-c1ccccc1,104
CCOC(=O)N1CCN(C(=O)Cn2nc(C)c3sc4ccccc4c3c2=O)CC1,89
O=C1c2ccccc2C(=O)N1OCc1ccccc1,108
c1cncc(-c2nc(N3CCCCCC3)c3ccccc3n2)c1,83
CCCOc1ccc(N2C(=O)CC(N3CCN(C(=O)c4ccco4)CC3)C2=O)cc1 (stereo not given),91
O=C1CCCC2=C1C1(CCCCC1)N=C(Nc1nc3ccccc3s1)N2,88
Cc1ccccc1-n1nc(C)c2cc(C(=O)N3CCOCC3)sc21,94
CC1Cc2ccccc2N1C(=O)CN1CCc2ccccc2C1 (stereo not given),61
O=C(NCC(=O)N(Cc1ccco1)C(C(=O)NC1CCCCC1)c1cccnc1)c1ccco1 (stereo not given),69
CC(C)OC(=O)c1cccc(C(=O)OCc2ccco2)n1,188
CSc1ncc(Cl)c(C(=O)Nc2ccc(S(=O)(=O)N3CCOCC3)cc2)n1,81
O=c1c(C/C=C/c2ccccc2)c(O)nc2n1CCCS2,95
CCCCn1c2c(c(=N)c3c1CCC3)CCC2,85
CC(=O)[C@@]1(O)CC[C@H]2[C@@H]3CCC4=CC(=O)CC[C@]4(C)[C@H]3[C@@H](O)C[C@@]21C,90
COc1ccc(CCC(=O)N2c3ccccc3CC2C)cc1 (stereo not given),91
O=C(CCC(=O)N1CCN(C2CCCC2)CC1)Nc1nnc(C(F)(F)F)s1,96
c1coc(-c2nnc3sc(C4CCCCC4)nn23)c1,114
CCC(=O)NCCCCNC(=O)CC,85
COc1ccc(N(CC(=O)Nc2ccc(C)cn2)S(=O)(=O)c2c(C)noc2C)cc1,98
COc1ccc(C(C)=O)cc1CSc1nnc(C)s1,58
OCCN1CCN(CCCN2c3ccccc3Sc3ccc(C(F)(F)F)cc32)CC1,16*
CCc1nc(SCC(=O)Nc2nccs2)c2oc3ccccc3c2n1,85
CN(CC(=O)NCCCN1CCOCC1)S(=O)(=O)c1ccc(Br)cc1,107
CCCCNC(=O)CSc1nnc(-c2ccco2)n1C,95
C=CCn1c(N2CCCCCC2)nc2c1c(=O)[nH]c(=O)n2C,79
Cc1cc2oc(C(=O)NC3CCS(=O)(=O)C3)c(C)c2cc1C (stereo not given),81
O=C(NCc1ccc(F)cc1)c1cc(-c2ccco2)on1,78
O=C(/C=C/c1ccccc1)c1ccccc1,80
CC(=O)OCC(OC(C)=O)C(OC(C)=O)C(OC(C)=O)C(=O)Nc1ccc(C)cc1C (stereo not given),102
Clc1ccc(CN2C3=NCCN3c3ccccc32)cc1,81
CCn1c(Cc2ccccc2)nnc1SCC(=O)OC(C)C,91
Cn1nccc1/C=C(/C#N)S(=O)(=O)c1ccccc1,82
O=S(=O)(N1CCCCC1)n1nnc2ccccc21,91
COc1cc(OC)c(NC(=O)c2ccc(Br)o2)cc1Cl,96
Nc1cc(=O)[nH]c(SCc2nnc(-c3ccccc3)o2)n1,110
Cc1ccc(S(=O)(=O)/C(C#N)=C/c2c(N3CCN(C)CC3)nc3c(C)cccn3c2=O)cc1,84
Cc1ccc(C(C(=O)NCc2ccco2)N(C(=O)Cn2nnc3ccccc32)c2ccccc2)o1 (stereo not given),126
CCCCCCn1c(=O)c(-c2nc3ccccc3c(=O)[nH]2)c(O)c2ccccc21,89
COc1cc2ccccc2cc1C(=O)Nc1ccccc1N1CCN(S(C)(=O)=O)CC1,83
O=C(Nc1ccccc1)OCCOc1ccccc1,82
O=C(CN(CC1CCCO1)C(=O)CCC(=O)Nc1ccccn1)NCC1CCCO1 (stereo not given),105
COc1cc(C)c(S(=O)(=O)N2CCOCC2)cc1C(C)C,87
Cc1ccc(Cn2c(CN3CCOCC3)nc3c2c(=O)n(C)c(=O)n3C)cc1,74
# New compounds follow
SMILES,SK-BR-3 tox 24h
CC(NC(=O)c1nn(C)c(=O)c2ccccc12)c1ccccc1 (stereo not given),96
CC1(C)CC(=O)C2=C(C1)NC(Nc1nc3ccccc3o1)=NC21CCCCC1,82
O=C1CCC/C1=c1\s/c(=C\c2cccnc2)c(=O)n1-c1ccccc1,87
CC(CNC(=O)c1ccc(Br)o1)NC(=O)c1ccc(Br)o1 (stereo not given),87
Cc1ccc(C(=O)CNc2nc3c(c(=O)[nH]c(=O)n3C)n2Cc2ccccc2)cc1,97
C=CCc1ccccc1OCC(O)CNC (stereo not given),118
CCOC(=O)C1=C(C)NC(=O)NC1c1c(OCC(=O)N2CCCCC2)ccc2ccccc12 (stereo not given),80
CCOC(=O)N1CCN(C(=O)CCC(=O)N2CCOc3ccc(C)cc32)CC1,91
COCCN1C=C(C(=O)OC)C(c2cc3c(cc2Br)OCO3)C(C(=O)OC)=C1,96
CC(CN1CCOCC1)OC(=O)COc1ccc(F)cc1 (stereo not given),100
N#C/C(C(=O)NCc1ccccc1)=C1\SC(CCO)C(=O)N1c1ccccc1 (stereo not given),76
Cc1nn(CC(=O)Nc2ccc(C(=O)N3CCCCC3)cc2)c(=O)c2ccccc12,70
COc1ccccc1NC(=O)CSc1nnc(COc2ccc(Cl)cc2)n1Cc1ccco1,76
COc1ccc(OC)c(NC(=O)C2CC(=O)N(c3ccccc3)C2)c1 (stereo not given),94
COc1cc2c3c(c1)C1(C(=O)N3C(C)(C)C=C2C)C(C#N)=C(N)Oc2cc(C)oc(=O)c21 (stereo not given),82
CC1(C)CC(NC(=O)c2ccccc2Cl)CC(C)(C)N1,115
O=C(OCC#CCSc1nnc(-c2ccccc2)o1)c1cccs1,102
Cc1nnc2sc(-c3ccc(-c4ccc(Cl)c(C(F)(F)F)c4)o3)nn12,65
CC1CC(c2ccccc2)n2nc(NC(=O)CCc3ccccc3)nc2N1 (stereo not given),88
COc1cc(/C=N/n2cnnc2)ccc1OCC(=O)N1CCOCC1,97
O=C(NC1CCCCC1)N1CCCCCC1,94
COc1ccc(C2C3=C(CCCC3=O)Nc3nc(C(F)(F)F)nn32)c(OC)c1OC (stereo not given),69
CCOc1ccc(-c2nnc(SCC(=O)N3CCOCC3)o2)cc1,97
COc1ccc(-c2cc(C(F)(F)F)nc(NCc3ccco3)n2)cc1OC,87
CCOC(=O)c1cnc(Nc2nc3ccccc3o2)nc1CN1CCN(c2ccccc2)CC1,87
CCC(C)(C)n1nnnc1CN(Cc1ccc(Cl)cc1)Cc1ccco1,89
c1ccc(-c2nnc3n2NC(c2ccc4c(c2)OCO4)S3)cc1 (stereo not given),103
CCCCC(CC)C(=O)NCCCN1CCN(CCCNC(=O)C(CC)CCCC)CC1 (stereo not given),93
O=C(CCn1c(=S)oc2ccccc21)Nc1ccc2c(c1)OCCO2,90
CC(CSc1nc2ccccc2s1)Cn1c(N2CCCC2)nc2c1c(=O)[nH]c(=O)n2C (stereo not given),107
O=C(CCn1c(=O)oc2ccccc21)N(Cc1ccccc1)c1ccccn1,86
O=C(c1cc2nc(-c3ccccc3)cc(-c3ccccc3)n2n1)N1CCN(C(=O)c2ccco2)CC1,82
Cn1c(SCc2c(F)cccc2Cl)nnc1-c1cnccn1,101
COC(=O)C1=CN(C(C)C)C=C(C(=O)OC)C1c1cccc(OC)c1,92
N#CCCCN1C(=O)C(O)(CC(=O)c2ccc3c(c2)OCCO3)c2ccccc21 (stereo not given),92
Cc1nn2c(-c3ccccc3)nnc2c2ccccc12,77

# The closing 6 records of the section before lead into the next.
SMILES,SK-BR-3 tox 24h
O=C(CCn1c(=O)oc2ccccc21)N(Cc1ccccc1)c1ccccn1,86
O=C(c1cc2nc(-c3ccccc3)cc(-c3ccccc3)n2n1)N1CCN(C(=O)c2ccco2)CC1,82
Cn1c(SCc2c(F)cccc2Cl)nnc1-c1cnccn1,101
COC(=O)C1=CN(C(C)C)C=C(C(=O)OC)C1c1cccc(OC)c1,92
N#CCCCN1C(=O)C(O)(CC(=O)c2ccc3c(c2)OCCO3)c2ccccc21 (stereo not given),92
Cc1nn2c(-c3ccccc3)nnc2c2ccccc12,77
CCOC(=O)CSc1nnc(CSc2nc3sc4c(c3c(=O)[nH]2)CCC4)n1C,103
O=C(Nc1nccs1)c1cc(S(=O)(=O)N2CCCCC2)ccc1Cl,99
Cc1nc(Cl)sc1C(=O)O,80
CCn1c(SCc2cccc(C(F)(F)F)c2)nnc1-c1ccco1,78
CCS(=O)(=O)N1CCC(C(=O)NCc2cccnc2)CC1,96
Cc1cc(Oc2ccccc2)nc(SCC(N)=O)n1,94
CCOC(=O)N1CC=C2C(C#N)=C(N)C(C#N)(C#N)[C@H](c3ccc(OCC)c(OCC)c3)[C@H]2C1,91
